# hERG rescue: hERG rescue from dofetilide block, primary screen, cell-based, CHO-hERG, FluxOR thallium flux, dofetilide IC70; activation (rescue from dofetilide block), less the hit threshold, % at 10 µM; dofetilide IC70 present; Voltage-gated inwardly rectifying potassium channel KCNH2 (Homo sapiens), Q12809; hit rate 0.51% among 310,000; AID 1511, 2009;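 active = activation above the mean of controls blocked by dofetilide plus 5 SD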;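 also: thallium influx through hERG after potassium depolarization seen as dye fluorescence rise; in these data hits start at about 4.7%; inactives centre near -7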
# RGS4 block: RGS4 inhibitors, primary screen, cell-based, HEK293 M3R inducible RGS4, calcium flux | B-score at 10 µM | Regulator of G-protein signaling 4 (Homo sapiens), P49798 | hit rate 0.45% among 310,000 | Fluo-4 calcium flux; hits give high values; triggered by carbachol at its EC20;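 active = B-score, a plate-corrected calcium signal, over three deviations above library mean, with baseline fluorescence within five deviations of library mean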;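 also: RGS4 expression induced by doxycycline in cells with stable M3 receptor; B-score is computed from the integrated fluorescence ratio over baseline after carbachol; higher B-score means a larger calcium signal and so more RGS4 inhibition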
# Target sequence (P49798 whole entry, looked up): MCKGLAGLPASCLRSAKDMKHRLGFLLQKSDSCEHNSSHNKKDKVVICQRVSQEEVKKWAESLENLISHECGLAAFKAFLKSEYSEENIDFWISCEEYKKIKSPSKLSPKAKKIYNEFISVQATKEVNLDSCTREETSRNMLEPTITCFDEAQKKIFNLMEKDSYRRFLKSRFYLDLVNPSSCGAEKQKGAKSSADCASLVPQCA
# RGS4 act: RGS4 potentiators or activators, primary screen, cell-based, HEK293 M3R inducible RGS4, calcium flux. carbachol calcium flux Fluo4; hits give low values. B-score at 10 µM. hit rate 0.92% among 310,000. AID 463111, 2010;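 active = B-score of the integrated calcium signal more than 4 SD below the library mean, with starting fluorescence not abnormally high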;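 also: negative B-score means reduced calcium response which marks RGS4 activation or potentiation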
#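 Material: M3R-expressing HEK293 line, RGS4 induced by doxycycline | Schedule: Overnight RGS4 induction, 30 min dye load 37 °C, 20 min compound RT | Measured by: Fluo4 fluorescence kinetic imaging of calcium | Read-out: Integrated calcium ratio converted to B score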
# DYRK1A inh: rat Dyrk1A kinase inhibitors, primary screen, biochemical, single point, plate reader. hit rate 0.43% among 310,000. ADP-Glo luminescence, NFATc1 peptide. inhibition, % at 12.5 µM. Dual specificity tyrosine-phosphorylation-regulated kinase 1A (Rattus norvegicus), Q63470; in the data active = inhibition above about 50%;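 also: plate controls were vehicle with enzyme for no effect and no enzyme for full effect; many of its hits are not listed in these tables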
# KCNQ1 block: inhibitors of human KCNQ1 channel, primary screen, cell-based, thallium flux, high-throughput; CHO-K1 KCNQ1, FluxOR thallium flux fluorescence; hits give high values; B-score at 10 µM; Potassium voltage-gated channel subfamily KQT member 1 (Homo sapiens), P51787; AID 2642, 2010; hit rate 1.3% among 310,000;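 active = compounds whose thallium flux B-score, printed positive for inhibition, exceeds three library SD while starting fluorescence stays within three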;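 also: channel opened by potassium depolarization with thallium stimulus after 20 min compound exposure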
# KCNK9 inh: KCNK9 potassium channel inhibitors, primary screen, HEK293 cells, thallium flux; hit rate 1.2% among 310,000; Potassium channel subfamily K member 9 (Homo sapiens), Q9NPC2; FluxOR thallium flux fluorescence; hits give low values; B-score at 10 µM;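 active = ratio B-score over 3 SD below the library mean, with starting fluorescence within 5 SD of its mean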;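 also: negative B-score means less thallium flux so channel inhibition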
# KCNQ1 pot: potentiators or activators of KCNQ1 channel, primary screen, cell-based, thallium flux, high-throughput; Potassium voltage-gated channel subfamily KQT member 1 (Homo sapiens), P51787; CHO-K1 KCNQ1, thallium flux FluxOR fluorescence; hits give high values; B-score at 10 µM; hit rate 0.35% among 310,000;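 active = fluorescence ratio B-score, a plate-corrected score, at least three library SD, with initial intensity B-score within 5 SD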
#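 assay system = CHO-K1 cells stably expressing KCNQ1 | medium = assay buffer, equal DMSO in all wells | timing = 37 °C overnight plating, 90-min dark dye load, 20-min compound pretreatment | measured by = kinetic FluxOR thallium fluorescence, 10-s 1-Hz baseline, 110-s post-stimulus read | measure = fluorescence change relative to baseline, converted to B score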
# PolyA inh: polyadenylation inhibitors in yeast reporter cells, primary screen, luminescence, S. cerevisiae. hit rate 0.02% among 300,000. calls only at 12 µM. S. cerevisiae SKY197-pL101 polyadenylation reporter, beta-gal luminescence; efflux-impaired pdr1/pdr3 knockout yeast; score 100 = 6 SD above DMSO. AID 1875, 2009;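 active = lowest replicate activity score at least 50, where 100 means six control SD above control mean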;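 also: yeast exposed to compound for 9 h at 30 °C; higher score means more reporter readthrough which indicates perturbed polyadenylation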
# GSK3B inh: human GSK3beta kinase inhibitors, primary screen, biochemical, cell-free homogeneous, HTS | Glycogen synthase kinase-3 beta (Homo sapiens), P49841 | GST-GSK3beta kinase, ADP-Glo luminescence, 60 min; hits give low values | activity score (negative = inhibition), % at 10 µM | hit rate 0.038% among 300,000 | AID 2097, 2009;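 active = more than half of replicate wells score below -50%, meaning over 50% inhibition versus plate controls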;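 also: 0% = median DMSO wells and -100% = median GW8510 positive control wells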
# Target sequence (P49841 whole entry, looked up): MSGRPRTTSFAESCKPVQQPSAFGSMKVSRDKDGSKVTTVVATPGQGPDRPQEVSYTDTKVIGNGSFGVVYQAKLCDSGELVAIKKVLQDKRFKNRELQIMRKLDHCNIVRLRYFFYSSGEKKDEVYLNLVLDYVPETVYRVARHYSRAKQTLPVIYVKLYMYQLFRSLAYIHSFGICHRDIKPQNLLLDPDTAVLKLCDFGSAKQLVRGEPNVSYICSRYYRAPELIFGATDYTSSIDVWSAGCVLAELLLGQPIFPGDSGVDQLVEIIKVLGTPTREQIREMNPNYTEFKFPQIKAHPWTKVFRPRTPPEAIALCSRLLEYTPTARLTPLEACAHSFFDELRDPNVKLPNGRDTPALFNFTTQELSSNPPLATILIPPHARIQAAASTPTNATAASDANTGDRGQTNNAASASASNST
#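 Assay system: GST-fused GSK3beta enzyme, cell-free / Medium: Tris pH 7.5 buffer with MgCl2, DTT, BSA, heparin / Also added: peptide substrate plus 25 µM ATP (final) / Compound: 10 µM single point / Timing: kinase reaction with compound 60 min at room temperature / Detection: ADP-Glo luminescence / Benchmarks: DMSO neutral wells and GW8510 at 20 µM as positive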
# GSK3A inh: blockers of GSK3A enzyme activity – biochemical, luminescence, cell-free homogeneous, HTS, primary screen; Glycogen synthase kinase-3 alpha (Homo sapiens), P49840; GSK-3 alpha kinase, ADP-Glo luminescence, 60 min; inhibition, % at 10 µM; hit rate 0.1% among 320,000; AID 2650, 2010;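 in the data active = inhibition above about 50%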;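 also: GST-tagged GSK-3 alpha with peptide substrate and 25 µM ATP; 0% = DMSO neutral wells and 100% = GW8510 positive control wells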
# KCNK3 inh: human KCNK3 channel inhibitors, primary screen, CHO cells, FluxOR thallium flux, B-score; Potassium channel subfamily K member 3 (Homo sapiens), O14649; B-score at 10 µM; hit rate 0.84% among 340,000; FluxOR fluorescence; hits give low values;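 active = B-score under library mean minus 4 SD, starting fluorescence ratio at most library mean plus 5 SD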;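 also: more negative B-score means stronger inhibition of thallium flux through KCNK3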
# Target sequence (O14649 whole entry, looked up): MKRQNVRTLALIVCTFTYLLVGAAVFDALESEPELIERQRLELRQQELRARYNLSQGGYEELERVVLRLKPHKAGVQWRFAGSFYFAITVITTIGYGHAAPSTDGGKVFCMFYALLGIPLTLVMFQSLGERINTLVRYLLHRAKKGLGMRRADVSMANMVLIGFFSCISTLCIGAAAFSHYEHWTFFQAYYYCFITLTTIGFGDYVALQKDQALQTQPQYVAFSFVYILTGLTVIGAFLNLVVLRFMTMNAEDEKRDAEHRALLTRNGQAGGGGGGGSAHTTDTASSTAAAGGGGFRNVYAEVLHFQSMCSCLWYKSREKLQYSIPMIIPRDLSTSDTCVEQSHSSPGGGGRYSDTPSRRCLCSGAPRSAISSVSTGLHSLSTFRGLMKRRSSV
# Starred values were filed as active, the others as inactive; i = inactive; . = not tested or not shown.
SMILES,hERG rescue,RGS4 block,RGS4 act,DYRK1A inh,KCNQ1 block,KCNK9 inh,KCNQ1 pot,PolyA inh,GSK3B inh,GSK3A inh,KCNK3 inh
COCCNS(=O)(=O)c1ccc(OCC(=O)N2CCc3ccccc3C2)c(Cl)c1,-5,i,i,-1,i,i,i,i,3,-1,i
COc1ccc2oc(=O)c(C(=O)NCc3ccco3)cc2c1,-10,i,i,15,i,i,i,.,2,7,i
COc1cc(OC)c(C(=O)O/N=C(\N)c2ccc(C)cc2)cc1OC,-5,i,i,-6,i,i,i,i,3,-1,i
COc1ccccc1NC(=O)Nc1nc(C(C)(C)C)cs1,-17,i,i,28,i,i,i,i,-2,0,i
CCC(=O)N(Cc1cc2cc(C)c(C)cc2[nH]c1=O)C1CCCCC1,-12,i,i,5,i,i,i,i,0,0,i
O=C(O)c1nn(-c2ccccc2-c2n[nH]c(=O)[nH]c2=O)c(=O)[nH]c1=O,-7,i,i,.,i,i,i,i,1,13,.
Cc1cc(C)n(C(=O)C2CCCN2S(=O)(=O)c2ccc(Cl)cc2)n1 (stereo not given),0,i,i,1,i,i,i,i,-4,-5,i
O=C(CSCc1ccccc1)N1CCN(c2ccccc2)CC1,-6,i,i,-9,i,i,i,i,2,0,i
COc1ccc(NC(=O)C(OC(=O)c2cnccn2)c2ccccc2)cc1Cl (stereo not given),-7,i,i,1,i,i,i,i,2,-3,i
O=c1[nH]c2cc(Cl)ccc2n(CCNc2ncc(C(F)(F)F)cc2Cl)c1=O,0,i,i,-9,i,i,i,i,4,2,i
NC(=O)C1CCN(C(=O)/C=C/c2ccccc2[N+](=O)[O-])CC1,-7,i,i,-1,i,i,i,i,-1,-2,i
CCOC(=O)C1=C(C)NC(=S)NC1c1ccc(C)s1 (stereo not given),-14,i,i,2,i,i,i,i,-1,0,i
O=C(CN1C(=O)NC2(CCCCCCC2)C1=O)N1CCN(C(=O)c2ccco2)CC1,-8,i,i,2,i,i,i,i,-1,-2,i
CCCS(=O)(=O)N1CCC(C(=O)NCCCOC)CC1,-5,i,i,-2,i,i,i,i,-2,-3,i
Cc1ccc(C(=O)NNC(=O)Cn2nnc3ccccc32)cc1,-12,i,i,6,i,i,i,i,0,.,i
O=S(=O)(c1ccc(F)cc1)N1CC2CCCN2c2ccc(C(F)(F)F)cc21 (stereo not given),-12,i,i,-2,i,-13*,i,i,-2,.,i
C=CCn1c(SC)nc2sc3c(c2c1=O)CCc1ccccc1-3,-9,i,i,-7,i,i,i,i,1,-1,i
Cc1nnc(SCC2=C(C(=O)O)N3C(=O)C(NC(=O)Cn4nc(C(F)F)c(Cl)c4C)C3SC2)s1 (stereo not given),0,i,i,0,i,i,i,i,-5,-3,i
Cc1cc2nc(CCN(Cc3cccnc3)C(=S)Nc3ccc(F)cc3)[nH]c2cc1C,0,i,i,-7,i,i,i,i,1,-3,i
CC(NC(=O)c1ccccc1Br)c1nnc(SCC(=O)NC2=NCCS2)n1C (stereo not given),-2,i,i,2,i,i,i,i,1,1,i
Cc1csc(SCC(=O)Nc2nccs2)n1,-15,i,i,12,i,i,i,i,1,-1,i
CC(C)(C)OC(=O)N1CCC[C@H]1c1nnc(SCC(=O)Nc2cccc(Cl)c2)o1,-2,i,i,4,i,i,i,i,2,-2,i
O=C(OCc1nnc(-c2ccccc2)o1)c1ccc2c(c1)C(=O)N(CCc1ccccc1)C2=O,-6,i,i,-3,i,i,i,i,0,-2,i
CCOC(=O)c1sc(C)nc1C1CCN(C(=O)OCC)CC1,-14,i,i,-1,i,i,i,i,1,-4,i
Cc1ccc(S(=O)(=O)Nc2ccc(S(=O)(=O)N3CCOCC3)cc2)cc1[N+](=O)[O-],-9,i,i,2,i,i,i,i,2,-4,i

# Looked up above.
# hERG rescue, O=c1[nH]c2cc(Cl)ccc2n(CCNc2ncc(C(F)(F)F)cc2Cl)c1=O reads 0
# hERG rescue, CCCS(=O)(=O)N1CCC(C(=O)NCCCOC)CC1 reads -5

# (continued)
SMILES,hERG rescue,RGS4 block,RGS4 act,DYRK1A inh,KCNQ1 block,KCNK9 inh,KCNQ1 pot,PolyA inh,GSK3B inh,GSK3A inh,KCNK3 inh
CC[n+]1c(C=C2C=C(C)OC(C)=C2)sc2ccccc21,-31,i,i,3,10*,i,i,i,1,.,i
CC(=O)c1nnn(-c2ccc(F)cc2F)c1C,-7,i,i,-1,i,i,i,i,2,1,i
CCc1ccc(Cn2nnc(C(=O)Nc3ccc(OC)cc3OC)c2N)cc1,-4,i,i,1,i,i,i,i,0,4,i
Cc1c(NC(=O)CSc2nnc(-c3ccco3)n2-c2ccccc2)c(=O)n(-c2ccccc2)n1C,-6,i,i,-5,i,i,i,i,0,0,i
O=C(NCC(=O)N(c1ccccc1)C(C(=O)NCC1CCCO1)c1ccccc1)c1cccs1 (stereo not given),-2,i,i,-2,i,i,i,i,2,-1,i
CC(=O)NC(C)C12CC3CC(CC(C(=O)O)(C3)C1)C2 (stereo not given),-9,i,i,-7,i,i,i,i,6,-2,i
Clc1ccc(Cn2cc(/C=N/n3cnnc3)c3ccccc32)c(Cl)c1,-3,i,i,-2,i,i,i,i,0,0,i
CCN1CCCC1CN(Cc1cc2ccc(C)cc2[nH]c1=O)C(=S)Nc1ccc(OC)cc1OC (stereo not given),-11,i,i,1,i,i,i,i,3,-2,i
C/C(=N\OCC(=O)OCC(=O)NC(=O)c1ccccc1)c1ccc2c(c1)OCO2,-1,i,i,-8,i,i,i,i,-2,-2,i
COc1cc(C(=O)OCCc2c(C)nc3nc[nH]n3c2=O)cc(OC)c1OC,-5,i,i,23,i,i,i,i,0,2,i
CCc1[nH]nc2c1C(Cc1ccccc1)C(C#N)=C(N)O2 (stereo not given),-14,i,i,5,i,i,i,i,1,3,i
O=c1c2sccc2nc(SCc2cc(=O)n3cc(Cl)ccc3n2)n1Cc1ccccn1,-10,i,i,1,i,i,i,i,-1,-3,i
CC(=O)c1ccc(Sc2ccc(C(C)=O)cc2)cc1,-7,i,i,-1,i,i,i,i,1,-2,i
Cc1nn(CC(=O)N2CCOCC2)c(C)c1[N+](=O)[O-],0,i,i,-5,i,i,i,i,1,.,i
COc1ccc(COC(=O)C2=C(C)NC(=O)NC2c2ccccc2OC(C)C)cc1 (stereo not given),-4,i,i,-3,i,i,i,i,-2,-3,i
O=C(CN(Cc1ccccc1C(F)(F)F)C(=O)CNC(=O)c1ccco1)NC1CCCC1,-4,i,i,7,i,i,i,i,0,7,i
Cc1nn(Cc2ccccc2)c(C)c1NC(=O)CSc1nc(-c2ccccc2)nc2c1cnn2-c1ccccc1,-9,i,i,-6,i,i,i,i,2,.,i
Cc1ccc(C)c(N(C)C(=O)COc2cc(=O)n(C)c3ccccc23)c1,-13,i,i,8,i,i,i,i,2,1,i
Cc1ccc(NC2CCCN(C(=O)CCCN3CCCCC3=O)C2)cc1C (stereo not given),-7,i,i,0,i,i,i,i,1,-1,i
CC(=O)N1c2ccc(S(=O)(=O)N3CCC(C(=O)NCc4ccc(F)cc4)CC3)cc2CC1C (stereo not given),-12,i,i,-6,i,i,i,i,1,-2,i
COc1cc(C(=O)OCC(=O)Nc2ccc(C)cc2)cc(OC)c1OC,-6,i,i,-2,i,i,i,i,-4,-3,i
Cc1c(CCO)c(=O)n(-c2ccccc2)n1S(=O)(=O)c1ccc([N+](=O)[O-])cc1,-3,i,i,-4,i,i,i,i,0,-1,i
COc1ccccc1N1CCN(c2nc3ccccc3nc2C(C#N)C(=O)OC(C)C)CC1 (stereo not given),0,i,i,0,i,i,i,i,-2,-4,i
CCCNC(=O)c1onc(CSc2ccc(F)c(F)c2)c1C(=O)NCCC,-7,i,i,.,i,i,i,i,-2,-1,.
CCc1nn(-c2cc(Oc3ccccc3)nc(-c3ccccc3)n2)c(N)c1C#N,-4,i,i,5,i,i,i,i,-2,21,i

# Additional structures:
SMILES,hERG rescue,RGS4 block,RGS4 act,DYRK1A inh,KCNQ1 block,KCNK9 inh,KCNQ1 pot,PolyA inh,GSK3B inh,GSK3A inh,KCNK3 inh
Cc1ccc2nc3sc(C(=O)N4CCOCC4)c(N)c3cc2c1,-11,i,i,-5,i,i,i,i,-4,2,i
O=C(NC1CCCC1)c1ccc2c(c1)S(=O)(=O)c1ccccc1C2=O,-10,i,i,7,i,i,i,i,-1,-2,i
CCOC(=O)c1c(C)nc2cc(C)ccn12,-9,i,i,5,i,i,i,i,0,-3,i
CC(Cl)C(=O)NC(=O)NC12CC3CC(CC(C3)C1)C2 (stereo not given),-9,i,i,1,i,i,i,i,0,-3,i
O=C(Nc1nncs1)c1ccccc1Br,-5,i,i,10,i,i,i,.,3,-2,i
O=C(CCC(=O)c1ccccc1)Nc1ccccc1OC(F)F,-5,i,i,-3,i,i,i,i,4,2,i
O=C(CC(=O)NC1CCCCC1)N/N=C/c1ccccc1F,-5,i,i,.,i,i,i,i,0,-2,.
COc1cccc(-c2cccc(NC(=O)C3CCN(Cc4cnn(C)c4)CC3)c2)c1,-9,i,i,-3,i,i,i,i,2,0,i
COc1ccc(/C=C/c2nc(-c3ccccc3O)n[nH]2)cc1,-14,i,i,16,i,i,i,i,-1,3,i
Brc1ccc(-c2n(-c3ccccn3)c3ccccc3[n+]2-c2ccccn2)cc1,-13,i,i,-4,i,i,i,i,0,-4,i

# Source: PubChem (several laboratories)

# Only part of the results is shown (hit frequency here may not be typical).
